GPR55 activation: GPR55 agonists via beta-arrestin recruitment, primary screen, imaging, U2OS cells, beta-arrestin-GFP redistribution (AID 1961); one-dose activation, % at 10 µM; EC50 in µM for titrated hits; U2OS GPR55 beta-arrestin-GFP redistribution imaging; higher % means a stronger effect; hit rate 0.048% among 290,000;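 active means activation above 40% with more than 50 cells counted in the well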;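 further: U2OS osteosarcoma cells stably expressing GPR55 and beta-arrestin-GFP; plate controls were DMSO negative control for no effect and LPI positive control for full effect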
HIV peptide binding: cell-free HIV fusion peptide-binding blockers – biochemical, uHTS, fluorescence dequenching, primary screen (AID 1986) | cell-free peptide binding, fluorescence dequenching, 30 min; higher % means a stronger effect | hit rate 0.3% among 290,000 | inhibition, % at 20 µM, or IC50 in µM where a hit was titrated; in the data active means inhibition mostly above about 52%, no sharp cut-off; inactive means mostly below about 76%; further: some results filed as inactive read as strong as hits
KOR beta-arrestin-1: KOR antagonists, beta-arrestin recruitment, cell-based, luminescence, uHTS (AID 1778) | KOR beta-arrestin recruitment, luminescence, antagonist mode; higher % means a stronger effect | inhibition, % at 10 µM; hits with a dose series show IC50 in µM | hit rate 0.091% among 290,000; in the data active means inhibition above about 50%; further: strong numbers were not always called active
NOD1 NF-kB reporter: NOD1 signaling inhibitors, primary screen, cell-based, luminescence, uHTS (AID 1578); NOD1-driven NF-kB luciferase reporter cells, luminescence; higher % means a stronger effect; one-dose inhibition, % at 4 µM; EC50 in µM for titrated hits; hit rate 1% among 290,000; in the data active means inhibition mostly above about 36%, no sharp cut-off; inactive means mostly below about 34%;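 further: HEK-293T reporter cells stimulated with the NOD1 agonist gamma-tri-DAP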
KOR beta-arrestin-2: KOR agonists, beta-arrestin recruitment, primary screen, cell-based, luminescence, uHTS (AID 1777); KOR beta-arrestin recruitment, luminescence; higher % means a stronger effect; activation, % at 10 µM; hits with a dose series show EC50 in µM; hit rate 0.02% among 280,000; in the data active means activation above about 50%, passing the limit was not always enough; further: a part of the inactive calls stands beside numbers as strong as those of hits
GPR35 antagonists: GPR35 antagonists blocking zaprinast-driven arrestin recruitment, primary screen, imaging, U2OS, beta-arrestin-GFP, zaprinast agonist (AID 2058); U2OS GPR35 beta-arrestin-GFP translocation imaging, zaprinast antagonism; higher % means a stronger effect; inhibition, % at 10 µM; hits with a dose series show IC50 in µM; hit rate 0.052% among 290,000;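 active means inhibition of at least 50% with at least 30 cells and total cytoplasm GFP at most 10,000,000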
West Nile antiviral: West Nile virus antiviral activity, cell-based, CPE readout (AID 1621); hit rate 0.02% among 290,000; CPE inhibition, % at 10 µM; hits with a dose series show IC50 in µM; West Nile virus-infected cells, CPE inhibition; higher % means a stronger effect; in the data active means a potency from the dose series; further: strong numbers were not always called active
Dengue-2 NS5 capping: Dengue-2 NS5 methyltransferase inhibitors, primary screen, biochemical, confirmation dose response (AID 588689); Dengue-2 NS5 methyltransferase capping enzyme assay, biochemical; higher % means a stronger effect; hit rate 0.3% among 340,000; one-dose inhibition, % at 25 µM; IC50 in µM for titrated hits; in the data active means a potency from the dose series
GPR55 LPI antagonism: inhibition of LPI-stimulated GPR55 beta-arrestin translocation – imaging, U2OS, beta-arrestin-GFP, LPI agonist, primary screen (AID 2013). U2OS GPR55 beta-arrestin-GFP translocation imaging, LPI antagonism; higher % means a stronger effect. one-dose inhibition, % at 10 µM; IC50 in µM for titrated hits. hit rate 0.13% among 290,000;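 active means spots per cell inhibited over 60%, with over 100 cells counted and total cytoplasm intensity under 500,000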;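 further: U2OS cells stably carrying GPR55 and arrestin-GFP stimulated by 5 µM LPI near EC80; imaged beta-arrestin-GFP aggregate spots per cell after agonist stimulation; plate controls were LPI-stimulated DMSO wells for no effect and DMSO wells without LPI for full effect; some results filed as inactive read as strong as hits; confirmed hits need IC50 under 10 µM and bright autofluorescent wells are also inconclusive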
Starred values were filed as active, the others as inactive; . = not tested or not shown; [ ] = another dose, or the depositor's remark. A portion of the library; count on the stated rates, not on these rows.

SMILES	GPR55 activation	HIV peptide binding	KOR beta-arrestin-1	NOD1 NF-kB reporter	KOR beta-arrestin-2	GPR35 antagonists	West Nile antiviral	Dengue-2 NS5 capping	GPR55 LPI antagonism
COc1ccc(S(=O)(=O)Nc2ccccc2OC)cc1NC(=O)Cc1cccs1	-0.2%	1.0%	-6%	-8%	-3.4%	-11%	-1.9%	-3%	1%
O=C(CNC(=O)c1ccc2c(c1)OCCO2)N/N=C/c1cccc(Br)c1	-0.3%	1.5%	-7%	-14%	-2.6%	-2%	-0.4%	-4%	9%
COc1ccc(CCCc2n[nH]c(=S)o2)c(C)c1	0.0%	-1.1%	-1%[20 µM]	33%	.	18%	0.4%	2%	2%
Cc1ccc(NS(=O)(=O)c2cn(C)cn2)cc1	1.5%	0.9%	-77%	-23%	0.7%	0%	-0.1%	.	6%
Cc1cccc2cc(C#N)c(SCC(=O)N3CCC(C)CC3)nc12	-0.3%	-5.6%	-9%	-15%	18%	8%	0.2%	.	-2%
CC(=O)C(C)Oc1ccc2c3c(c(=O)oc2c1C)CCCC3 (centres undefined)	0.3%	0.3%	-25%	-71%	1.8%	10%	.	-6%	8%
Cc1cccc(C)c1OCc1n[nH]c(=S)n1N	-0.2%	1.5%	17%	-30%	-3.2%	10%	-0.4%	-16%	1%
Cc1ccc(NC(=S)NC(=O)/C=C/c2ccco2)c(O)c1	0.5%	28%	21%	-54%	-5.9%	2%	-0.2%	-31%	10%
CCOC(=O)N1CCN(C(=O)c2ccc3c(=O)n(-c4ccccc4F)c(=S)[nH]c3c2)CC1	0.4%	-2.3%	-5%	-43%	-8.9%	-10%	-0.3%	-2%	-4%
CS(=O)(=O)NC1c2cccc3cccc(c23)C1Sc1nncn1/N=C/c1ccco1 (centres undefined)	-0.5%	-2.0%	-10%	11%	11%	-2%	0.1%	-2%	2%
Cc1cc(C(=O)CN2C(=O)C(=O)N(C3CCCC3)C2=O)c(C)n1-c1ccc(F)cc1	0.6%	-0.3%	7%	-33%	-4.1%	-4%	-1.2%	-5%	0%
COCCCNc1nc2nonc2nc1NCCSC	-0.3%	0.0%	-5%	-2%	1.5%	7%	0.1%	2%	5%
O=C1CSC(c2cccc([N+](=O)[O-])c2)N1C1CC2CCC1C2 (centres undefined)	-0.3%	0.8%	-2%	-6%	5.2%	-10%	-0.4%	7%	-8%
COc1cc(/C=N/NC(N)=S)ccc1OC(=O)c1ccc(C)cc1	-0.1%	-3.9%	-62%	13%	4.0%	-4%	1.6%	6%	0%
CC1CCN(C2(O)C(=O)Nc3ccc([N+](=O)[O-])cc32)CC1 (centres undefined)	-0.1%	-2.3%	-5%	4%	4.4%	16%	0.7%	-6%	14%
O=C(Nc1ccc(Nc2ccccc2)cc1)c1ccc(F)cc1	0.3%	-2.2%	26%	-2%	-2.7%	3%	-1.9%	-2%	-4%
CC1CCCCN1C(=O)CCn1c(=O)oc2ccccc21 (centres undefined)	-0.2%	2.3%	-1%	-14%	-0.6%	-7%	-0.4%	-5%	22%
CCOC(=O)C1CCCN(C(=O)c2cc3c(C)nc4ccccc4c3o2)C1 (centres undefined)	0.2%	-1.0%	0%	-7%	3.0%	11%	1.4%	-12%	-6%
CC(C)N1CCN(Cc2ccc3nsnc3c2)CC1CCO (centres undefined)	0.6%	0.6%	-40%	-31%	0.2%	-1%	-0.1%	-7%	-3%
CS/C(=C\[N+](=O)[O-])Nc1ccc(OC(F)(F)F)cc1	-0.3%	-0.8%	-12%	-53%	-5.5%	-14%	-0.4%	-1%	-11%
CC(=O)Nc1ccc(NS(=O)(=O)c2ccc3[nH]c(=O)[nH]c3c2)cc1	-0.5%	2.0%	-16%	-7%	-1.8%	2%	-0.6%	3%	-12%
COc1ccc2c(c1)CC(C1(O)C(=O)N(C)c3ccccc31)C2=O (centres undefined)	0.2%	0.8%	13%	4%	7.7%	14%	0.2%	-1%	-3%
CCOC(=O)N1CCN(CC(=O)N2c3ccccc3Sc3ccccc32)CC1	0.0%	-1.3%	-13%	0%	-1.8%	24%	-0.8%	0%	5%
Cn1cccc1CNC(=S)Nc1cc(F)cc(F)c1	0.1%	-1.2%	-20%	-23%	7.4%	-5%	1.2%	-12%	12%
COc1nccc(C(F)(F)F)c1C(=O)NC(=O)Nc1ccccc1	0.6%	1.6%	25%	-9%	-1.5%	9%	0.2%	-7%	2%
O=C(Nc1cccc(-c2cccc(F)c2)c1)C1CCN(CC2CCOC2)CC1 (centres undefined)	0.2%	-0.4%	12%	-16%	-2.3%	-4%	0.7%	-8%	19%
CCCNc1nc(NCC)nc(OC)n1	0.2%	-1.1%	9%	19%	1.9%	-3%	-0.1%	-2%	9%
O=C(NCC(=O)N1CCN(c2ccccc2O)CC1)c1ccccc1	.	-3.3%	30%	26%	-5.3%	7%	-0.7%	-2%	-7%
O=C(NC1(C(F)(F)F)NC(=O)N(c2ccc(F)cc2)C1=O)c1cccs1 (centres undefined)	0.0%	0.1%	8%	-13%	-1.9%	-12%	-0.7%	-1%	12%
COc1ccc(S(=O)(=O)NCC2CCC(C(=O)NCC(OC)OC)CC2)cc1 (centres undefined)	-1.2%	0.1%	-8%	-9%	-0.8%	-14%	-0.3%	1%	14%

Part of the list above, reformatted:
Structure | GPR55 activation | HIV peptide binding | KOR beta-arrestin-1 | NOD1 NF-kB reporter | KOR beta-arrestin-2 | GPR35 antagonists | West Nile antiviral | Dengue-2 NS5 capping | GPR55 LPI antagonism
COc1ccc2c(c1)CC(C1(O)C(=O)N(C)c3ccccc31)C2=O (centres undefined) | 0.2% | 0.8% | 13% | 4% | 7.7% | 14% | 0.2% | -1% | -3%
CCOC(=O)C1CCCN(C(=O)c2cc3c(C)nc4ccccc4c3o2)C1 (centres undefined) | 0.2% | -1.0% | 0% | -7% | 3.0% | 11% | 1.4% | -12% | -6%
CC(C)N1CCN(Cc2ccc3nsnc3c2)CC1CCO (centres undefined) | 0.6% | 0.6% | -40% | -31% | 0.2% | -1% | -0.1% | -7% | -3%
O=C(NCC(=O)N1CCN(c2ccccc2O)CC1)c1ccccc1 | . | -3.3% | 30% | 26% | -5.3% | 7% | -0.7% | -2% | -7%
Cc1ccc(NC(=S)NC(=O)/C=C/c2ccco2)c(O)c1 | 0.5% | 28% | 21% | -54% | -5.9% | 2% | -0.2% | -31% | 10%

(cont.)
SMILES	GPR55 activation	HIV peptide binding	KOR beta-arrestin-1	NOD1 NF-kB reporter	KOR beta-arrestin-2	GPR35 antagonists	West Nile antiviral	Dengue-2 NS5 capping	GPR55 LPI antagonism
O=C(c1ccccc1)n1ccc(-c2cccs2)n1	2.2%	-1.7%	-20%	5%	3.4%	8%	0.4%	-3%	-5%
O=S(=O)(c1ccc(F)cc1)N1CCN(CC(O)COCc2cccs2)CC1 (centres undefined)	-1.0%	0.1%	-10%	-1%	0.2%	-2%	-0.5%	2%	-9%
COc1ccc2c(c1)CC(C1(O)C(=O)Nc3ccccc31)C2=O (centres undefined)	-0.1%	-2.2%	7%	2%	4.1%	-2%	0.3%	4%	1%
CC(C)c1ccc(N(CC(=O)NCc2ccc(F)cc2)C(=O)c2csnn2)cc1	-0.1%	-1.1%	-8%[20 µM]	-18%	-12%	2%	-1.2%	-10%	-6%
Cc1csc(NC(=O)c2cc3c(s2)CCCCC3)n1	-0.1%	-1.0%	-4%	74%*	-0.1%	0%	-0.1%	-16%	4%
Cc1c(C(=O)NN)[nH]c2ccc([N+](=O)[O-])cc12	-0.1%	-1.0%	11%	-10%	-6.1%	5%	-0.3%	.	16%
CCOC(=O)/C(C#N)=C/c1cc2ccccc2nc1N1CCCCC1	1.2%	27%	-61%[20 µM]	-13%	5.1%	-8%	0.3%	17%	11%
CC(C)C(c1nnnn1CCc1ccccc1)N1CCN(C(=O)c2ccco2)CC1 (centres undefined)	-0.1%	-0.3%	-4%	-8%	2.4%	10%	0.1%	10%	-10%
Cn1c(SCC(=O)N2CCOCC2)nnc1-c1cccc(NC(=O)c2ccccc2)c1	-0.3%	-1.3%	20%	-22%	4.5%	5%	0.1%	-13%	-4%
CCc1nc2ccc(C(=O)Nc3ccc(NC(C)=O)cc3)cc2nc1CC	-0.1%	-2.2%	36%	-30%	-2.4%	4%	0.1%	4%	4%
Cc1ccc(OCc2ccc(C(=O)N3CCCC3)o2)c([N+](=O)[O-])c1	-0.2%	0.3%	-4%	-26%	-2.3%	0%	-1.0%	-13%	0%
CCOC(=O)N1CCC(NC(=O)c2ccccc2C(=O)O)CC1	-0.2%	-0.2%	12%	-6%	2.4%	-11%	0.3%	0%	-3%
CNc1nc(N)c([N+](=O)[O-])c(Nc2cccc(F)c2)n1	-0.1%	-0.6%	-20%	-10%	0.0%	-6%	0.7%	-3%	-14%
CC1CCCC(NCC(O)COC(c2ccc(F)cc2)c2ccc(F)cc2)C1C (centres undefined)	0.7%	-1.2%	-26%	-37%	-2.4%	-30%	-1.8%	-5%	36%
COc1cccc(OCc2cc(C(=O)N3CCN(C4CCCCC4)C(=O)C3)no2)c1	-0.1%	0.2%	-27%	-13%	-3.6%	-1%	-0.2%	-5%	5%
CCSc1ccc(NC(=O)c2cccnc2)cc1	-0.1%	-1.0%	-19%	-23%	2.5%	7%	-0.1%	-7%	-2%
CC1=C(C(=O)Nc2ccccc2)C(c2ccncc2)C(C#N)=C(SCC(=O)NC(C)C)N1 (centres undefined)	-0.1%	-3.1%	-9%	-7%	0.0%	8%	0.5%	-5%	-2%
CCCCCCCNc1cccc(C)c1	-0.3%	0.6%	5%	8%	1.5%	-4%	0.4%	-8%	-5%
COc1ccc(CNC(=O)NCc2ccc(OC)c(OC)c2)cc1OC	-0.2%	1.6%	0%	14%	-2.7%	11%	0.1%	-2%	5%
COc1ccc(N(CC(=O)Nc2cc(OC)ccc2OC)S(=O)(=O)c2c(C)noc2C)cc1	0.3%	1.3%	-21%	7%	5.8%	7%	0.7%	0%	1%
COc1ccc(N2C(=O)C(CC(=O)Nc3ccc(F)cc3)N(CCc3cccs3)C2=O)cc1 (centres undefined)	-0.4%	2.1%	-3%	-10%	0.9%	1%	-1.3%	0%	10%
Cc1ccc(-c2csc(C3=C(O)CN(NC(=O)c4ccc([N+](=O)[O-])cc4)C3=N)n2)cc1	-0.1%	-2.5%	-32%[20 µM]	3%	-2.6%	6%	0.2%	-6%	6%
COc1cc2cc(CN(CCN3CCCC3)C(=O)Nc3ccc(F)cc3)c(=O)[nH]c2cc1OC	-0.2%	0.6%	12%	8%	2.3%	13%	.	-7%	7%
COc1cccc(N2CC(C(=O)Nc3nnc(SCC(=O)NCc4ccco4)s3)CC2=O)c1 (centres undefined)	-0.1%	10%	-22%	-16%	0.1%	3%	0.7%	18%	10%
CCc1ccccc1NC(=S)N(CCN(C)C)C(C)c1ccccn1 (centres undefined)	0.0%	3.8%	15%	-19%	2.3%	9%	-0.7%	4%	18%
O=C(CCc1ccccc1)c1nnc(-c2ccccc2)o1	-0.6%	-0.7%	-18%	-16%	-0.3%	-4%	-0.6%	-9%	-10%
Nc1ccc(Nc2ccccc2)c(S(=O)(=O)O)c1	-0.1%	27%	24%	-5%	9.8%	21%	-0.1%	55%	6%
